HCMV antiviral – blocks human cytomegalovirus replication. 4.5% of 410,000 active. activity change, negative = inhibition, % at 57.5 µM. AID 1259415. HFF cells, HCMV-luciferase reporter, 72 h; stronger effect = lower value; in the data active = activity change below about -60%; inconclusive = no clear call, values can overlap the other calls; inactive = above about -39%
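After 16 h attachment at 37C, HFF cells received test compound and HCMV-luciferase (1 PFU/cell); reporter luminescence read 72 h later, data normalized against buffer-only and known inhibitor Salinomycin.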
FBPA Giardia inh – Giardia lamblia aldolase inhibition; purified Giardia FBPA; Potency, µM (doses to about 59.6 µM), for inactives: at the highest dose activity, negative = inhibition, most hits filed as inhibitors; 0.71% of 290,000 active; AID 2451; also: potency is read from the fitted curve at half-maximal effect; nearly all actives have a fitted effect of over 55% in size
Target sequence (A8B2U2 whole entry, looked up): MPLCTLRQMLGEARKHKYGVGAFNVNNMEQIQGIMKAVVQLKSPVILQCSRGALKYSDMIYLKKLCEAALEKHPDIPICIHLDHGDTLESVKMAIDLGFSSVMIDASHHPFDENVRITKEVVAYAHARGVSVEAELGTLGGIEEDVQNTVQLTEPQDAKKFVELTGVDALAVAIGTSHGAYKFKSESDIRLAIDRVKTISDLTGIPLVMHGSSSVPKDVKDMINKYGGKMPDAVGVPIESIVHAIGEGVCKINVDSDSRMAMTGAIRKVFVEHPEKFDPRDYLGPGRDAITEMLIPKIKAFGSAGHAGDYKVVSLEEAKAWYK
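40 nM FBPA preincubated 10 min at RT with compound (up to 57.5 uM final), then substrate plus GAPDH/TPI/NAD/arsenate coupling and diaphorase/resazurin added. Fluorescence read after 20 min at RT, 525/598 nm.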
AmpC inh no detg – inhibitors of E. coli AmpC beta-lactamase without detergent; P00811; AmpC nitrocefin hydrolysis, absorbance 480 nm, 0.0001% Triton; Potency, µM (highest dose often 57.1 µM), without a hit: at the highest dose activity change, negative = inhibition, usual class: inhibitors; 0.52% of 330,000 active;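 also: potency is read from the fitted curve at half-maximal effect; plate controls were no compound for no effect and no enzyme for full effect; nearly all actives have a fitted effect of over 20% in size; some results filed as inactive show a strong effect at the top dose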
Target sequence (P00811 whole entry, looked up): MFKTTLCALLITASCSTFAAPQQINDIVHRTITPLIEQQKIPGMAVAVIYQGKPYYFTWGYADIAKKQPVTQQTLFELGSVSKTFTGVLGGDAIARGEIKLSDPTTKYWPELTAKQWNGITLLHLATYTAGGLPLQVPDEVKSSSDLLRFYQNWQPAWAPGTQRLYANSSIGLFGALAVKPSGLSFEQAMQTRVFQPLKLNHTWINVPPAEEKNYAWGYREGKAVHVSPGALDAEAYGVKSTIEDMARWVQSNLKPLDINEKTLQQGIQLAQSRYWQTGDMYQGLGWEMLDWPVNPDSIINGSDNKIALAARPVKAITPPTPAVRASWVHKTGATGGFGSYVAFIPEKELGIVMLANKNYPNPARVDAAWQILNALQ
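20 mM phosphate pH 7.0 + 0.01% (detergent screen) or 0.0001% Triton X-100; 5.3 nM AmpC reagent; cpd preinc 15 min RT; nitrocefin (800 uM stock) to start; A480 q20 s × 4 min; Activity was normalised to no-enzyme and no-compound control wells.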
AmpC detergent – AmpC beta-lactamase inhibition with detergent present; 0.041% of 370,000 active; AmpC hydrolysis of nitrocefin, absorbance 480 nm, 0.01% Triton; Potency, µM (highest dose often 114 µM), inactives show at the top dose activity change, negative = inhibition, usual class: inhibitors;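 also: potency is read from the fitted curve at half-maximal effect; 0% = no-compound wells and -100% = no-enzyme wells; nearly all actives have a fitted effect of over 25% in size; some results filed as inactive show a strong effect at the top dose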
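20 mM phosphate pH 7.0 + 0.01% (detergent screen) or 0.0001% Triton X-100; 5.3 nM AmpC reagent; cpd preinc 15 min RT; nitrocefin (800 uM stock) to start; A480 q20 s × 4 min; Activity was normalised to no-enzyme and no-compound control wells.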
Sm TGR inh – blocks Schistosoma mansoni thioredoxin glutathione reductase | purified TGR, DTNB reduction, TNB absorbance 405 nm | Potency, µM (titrated, usually from 114 µM), inactives show top-dose activity change, negative = inhibition, usual class: inhibitors | 3% of 360,000 active | AID 485364; also: potency is read from the fitted curve at half-maximal effect; nearly all actives have a fitted effect of over 60% in size
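Kinetic colorimetric format: TGR-catalysed, NADPH-driven DTNB reduction monitored via TNB absorbance. Enzyme dispensed at 20 nM; compound exposure 15 min at room temperature before reaction start.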
AMA1-RON2 inh – AMA1-RON2 (P. falciparum) interaction inhibition | Potency, µM (doses to about 58.2 µM), for inactives: at the highest dose activity change, negative = inhibition, actives largely listed as inhibitors | 0.2% of 360,000 active | AlphaScreen AMA1-biotinylated RON2 peptide binding;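 also: potency is read from the fitted curve at half-maximal effect; 0% = vehicle wells and -100% = peptide control; nearly all actives have a fitted effect of over 45% in size; some results filed as inactive show a strong effect at the top dose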
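AMA1 (3D7) with his tag at 25 nM final met compounds first, then biotinylated RON2 peptide at 25 nM; detection used donor plus acceptor beads, 10 µg/mL apiece, read by AlphaScreen after 30 min at room temperature.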
The depositor's hits bear a star; ? = inconclusive; / = no result given; & = joins results of further samples; [ ] = dose if it differs, or a comment. Unless noted, calls follow the shape of the dose curve; as a rule, active = well fitted curve in the direction sought with a large enough effect; inconclusive = small, poorly fitted or top-dose-only effect, or another doubt; inactive = no such curve, though single readings can be large; an effect the other way counts as inactive or inconclusive. Unless noted, % is scaled to controls: 0 for no effect and ±100 for the full control effect.

nr | canonical_smiles | HCMV antiviral | FBPA Giardia inh | AmpC inh no detg | AmpC detergent | Sm TGR inh | AMA1-RON2 inh
1 | O=C(Nc1ccc(OC(F)(F)F)cc1)C1CCCN(S(=O)(=O)c2cccc3nonc23)C1 (stereo unspecified) | -8 | / | / | 1% | -1% | /
2 | COc1ccc(C(=O)c2sc3nc(-c4ccccc4)ccc3c2N)cc1 | / | -11% | -25% | -4% | -5% | 8%
3 | COc1ccc(Cl)cc1NC(=O)CCCN1C(=O)C(c2ccccc2)Oc2cccnc21 (stereo unspecified) | -28 | / | / | 11% | 11% | /
4 | Cc1ccc(O)c(CNc2ccc(S(=O)(=O)Nc3nccs3)cc2)c1 | -26 | 12% | -46% | -1% | 4% | -8%
5 | COC(C(=O)Nc1ccc(C(C)=O)cc1)c1ccccc1 (stereo unspecified) | 30 | 5% | -22% | 6% | 3% | -4%
6 | Clc1ccc2c(NCc3ccco3)ncnc2c1 | -26 | 0% | -7% | 1% | -15% | 0%
7 | COCCCNC(=O)c1ccc(NC(C)=O)cc1 | 40 | 6% | -15%[11.4 µM] | -15% | 1% | 12%
8 | Cc1nnc(SCCCn2c(N3CCCCC3)nc3c2c(=O)[nH]c(=O)n3C)s1 | 5 | 14% | -3% | 6% | 5% | -3%
9 | COC(=O)COc1cc(=O)oc2ccc(NS(=O)(=O)c3ccccc3)cc12 | -14 | 0% | -39% | 0% | -3% | 21%
10 | COc1ccc(CCNc2nc(-c3cccnc3)nc3ccccc23)cc1OC | 4 | 5% | 21% | -9% | -19% | -10%
11 | CC(C)N(C(=O)CO/N=C/c1cccc([N+](=O)[O-])c1)C(C)C | 31 | 3% | 62%[activator] | 1% | -2% | 7%
12 | CCOc1ccc(-n2c(N)c(C(=O)NCC3CCCO3)sc2=S)cc1 (stereo unspecified) | ? | -18% | -7% | -5% | 7% | 3%
13 | Cc1cccc(N2CCN(S(=O)(=O)c3ccc(-c4cnc(C5CC5)o4)cc3)CC2)c1C | -17 | / | / | 11% | -33% | /
14 | O=S(=O)(c1ccc(Br)cc1)N1CCn2c(nc3ccccc32)C1 | 14 | -1% | -15% | -2% | 2% | -7%
15 | Cc1ccc(-c2nc(CS(=O)CC(=O)NC3CC3)c(C)o2)cc1 (stereo unspecified) | -17 | / | -8% | -3% | ? | -2%

Rewritten with one line to a screen: part of the list above.
8	Cc1nnc(SCCCn2c(N3CCCCC3)nc3c2c(=O)[nH]c(=O)n3C)s1
9	COC(=O)COc1cc(=O)oc2ccc(NS(=O)(=O)c3ccccc3)cc12

| compound no. | 8 | 9 |
| --- | --- | --- |
| HCMV antiviral | 5 | -14 |
| FBPA Giardia inh | 14% | 0% |
| AmpC inh no detg | -3% | -39% |
| AmpC detergent | 6% | 0% |
| Sm TGR inh | 5% | -3% |
| AMA1-RON2 inh | -3% | 21% |

Single values from the entries so far.
entry 11 in AMA1-RON2 inh shows 7%
entry 14 in AmpC inh no detg shows -15%
entry 7 in AmpC inh no detg shows -15%[11.4 µM]
entry 12 in AmpC detergent shows -5%
entry 15 in AmpC detergent shows -3%

Part of the list above, screen by screen.
(2) COc1ccc(C(=O)c2sc3nc(-c4ccccc4)ccc3c2N)cc1
(3) COc1ccc(Cl)cc1NC(=O)CCCN1C(=O)C(c2ccccc2)Oc2cccnc21 (stereo unspecified)
(4) Cc1ccc(O)c(CNc2ccc(S(=O)(=O)Nc3nccs3)cc2)c1
(5) COC(C(=O)Nc1ccc(C(C)=O)cc1)c1ccccc1 (stereo unspecified)
Compound	2	3	4	5
HCMV antiviral	/	-28	-26	30
FBPA Giardia inh	-11%	/	12%	5%
AmpC inh no detg	-25%	/	-46%	-22%
AmpC detergent	-4%	11%	-1%	6%
Sm TGR inh	-5%	11%	4%	3%
AMA1-RON2 inh	8%	/	-8%	-4%

Other entries.
nr | canonical_smiles | HCMV antiviral | FBPA Giardia inh | AmpC inh no detg | AmpC detergent | Sm TGR inh | AMA1-RON2 inh
16 | CCCCC/C=C\C/C=C\C/C=C\CCCCC(=O)O | -22 | 4% | 147%[activator] | ? | 28µM* | 17%
17 | COc1ccc(OC)c(CCNC(=O)CCn2c(=O)c3cccn3c3cccnc32)c1 | ? | / | / | 20% | -1% | /
18 | O=C1C=Cc2ccccc2/C1=C/c1[nH]c(=O)[nH]c1O | 5 | ? | -41% | -2% | ? | 10%
19 | NC(=O)CNC(=O)[C@@H]1CC2(CC(c3ccc(Cl)cc3)=NO2)CN1C(=O)c1ccccc1 (stereo partly specified) | 7 | -5% | 115%[activator] | -12% | -2% | 11%
20 | CC(=O)Nc1ccc(S(=O)(=O)NCc2ccc(C(=O)N3CCOCC3)cc2)cc1 | 5 | / | -8% | -3% | 0% | -6%
21 | O=C(CCC(=O)N1CCN(c2ccccn2)CC1)c1ccc(Cl)s1 | ? | / | 2% | -8% | ? | -6%
22 | Cc1cc(OCC(=O)N2CCC(O)(c3ccc(Cl)cc3)CC2)c2c(C)cc(=O)oc2c1 | -6 | -4% | 2% | 3% | -1% | 1%
23 | NC1=NC(c2cccnc2)n2c(nc3ccccc32)N1 (stereo unspecified) | 12 | 3% | -15% | 0% | 10% | 17%
24 | O=C(C1CCN(S(=O)(=O)c2cccc3cccnc23)CC1)N1CCN(C2CCCCC2)CC1 | / | 5% | 113%[activator] | 4% | ? | 6%
25 | CCc1nc2n(n1)C(O)c1cc([N+](=O)[O-])ccc1S2 (stereo unspecified) | 12 | 4% | 1% | -2% | 11% | -15%
26 | Cn1nc(C(F)(F)F)c2cc(C(=O)Nc3ccc(C(F)(F)F)cc3)sc21 | -106* | -4% | -11% | -3% | -3% | 3%
27 | Cc1c(NC(=O)c2cccc(NC(=O)COc3ccc(C#N)cc3)c2)c(=O)n(-c2ccccc2)n1C | -13 | / | 1% | 8% | -6% | -8%
28 | O=C(COC(=O)/C=C/c1ccc(F)cc1)Nc1cc(C(F)(F)F)ccc1N1CCOCC1 | 12 | -4% | -1% | -12% | 2% | 7%
29 | COc1ccc(NC2CCCN(C(=O)CSc3ccccn3)C2)cc1OC (stereo unspecified) | -18 | ? | -10% | -7% | -20% | 0%
30 | COc1ccc(C(c2sc3nc(C)nn3c2O)N2CCCCC2)cc1 (stereo unspecified) | 20 | -5% | -2% | ? | 0% | 2%
31 | COc1ccc(CNC(=O)c2cnc(N3CCOCC3)c3ccccc23)cc1 | -109* | / | / | 5% | 0% | /
32 | CC[C@H]1C(c2ccc(F)cc2)=NN(c2ccccc2)[C@@H]1CO | -13 | -17%[89.2 µM] | -5% | / | / | 111%[activator]
33 | COc1cccc(CSc2nc3cc4c(cc3cc2C)OCCO4)c1 | -14 | 6% | -28% | -11% | 0% | -1%[11.6 µM]
34 | CCCCCCOC(=O)C(C#N)c1nc2ccccc2nc1N1CCN(C)CC1 (stereo unspecified) | -16 | 4% | 146%[activator] | ? | 0%&9% | -15%
35 | C[C@@H](C(=O)N1CCN(C(=O)OC(C)(C)C)CC1)n1cc(CCCN=C(NC(=O)OC(C)(C)C)NC(=O)OC(C)(C)C)nn1 | 0 | -17% | 153%[activator] | -3% | -16% | -3%
36 | CC1=NN(c2ccccc2)C(=O)C1/C=C1\C(=O)NC(=O)N(c2cc(C)cc(C)c2)C1=O (stereo unspecified) | 1 | 25% | -14% | 2% | -35% | 1%
37 | Cc1ccc2[nH]c(=O)c(CNS(=O)(=O)c3ccccc3)c(-c3ccccc3)c2c1 | ? | 1% | -28% | -7% | 1% | -5%[2.32 µM]
38 | CC(NC(=O)CN1C(=O)COc2ccccc21)c1ccccc1 (stereo unspecified) | -27 | 6% | -6% | 5% | 0% | -4%
39 | COc1ccnc(NCc2ccc(Cl)cc2)c1C#N | ? | 2% | -21% | -13% | -1% | 16%
40 | O=C(Nc1ccc(N2CCN(C(=O)c3ccccc3)CC2)cc1)c1ccc(Br)o1 | -25 | -12% | 0% | -13% | -10% | 7%
41 | CN(C)C(=O)c1ccc(NC(=O)COc2ccc([N+](=O)[O-])cc2)cc1 | -20 | 1% | -9% | 5% | 9% | 10%
42 | COc1cc2c(cc1OC)C(c1cc3ccc(C)cc3[nH]c1=O)N(C(=O)c1ccco1)CC2 (stereo unspecified) | 42 | 10% | 77%[activator] | 7% | -27% | -7%
43 | O=C(Nc1cccc([N+](=O)[O-])c1)c1cc(S(=O)(=O)N2CCOCC2)cs1 | -39 | / | -31% | 5% | 4% | 8%
44 | CCc1nc(SCC(=O)Nc2ccc(C(=O)O)cc2)n[nH]1 | 90 | 0% | -17% | -11% | 5% | 0%
45 | COc1nccnc1NS(=O)(=O)c1ccc(NC(=O)c2ccc(F)cc2)cc1 | -1 | -10% | -21% | -4% | 1% | -1%
46 | CCOc1ccc(CNC(=O)CCCC(=O)n2ncc3cc(C)ccc32)cc1 | 97 | -4% | 2% | 4% | 16% | 0%
47 | Cc1ccccc1Cn1c(CCCNC(=O)C2CCCCC2)nc2ccccc21 | -8 | / | / | 3% | 8% | /
48 | Fc1ccc(-c2noc(-c3ccc4c(c3)CCO4)n2)cc1 | 43 | 4% | -15% | -5% | 13% | 5%
49 | Clc1ccccc1-c1nnc(CNC2CC2)o1 | 29 | 3% | -9% | -1% | -2% | 27%
50 | COc1ccc(NC(=O)c2nc[nH]c2C(=O)N2CCN(c3ccccc3)CC2)cc1 | -72* | -15% | -5% | 1% | -1% | 42%[activator]
51 | COc1ccc2c(c1)c1c(c(=O)n(-c3cc(Cl)ccc3C)c(=O)n1CC(=O)N1CCCC1)n2C | -30 | / | / | 23% | 4% | /
52 | COc1ccccc1-n1cnnc1SCC(=O)Nc1ncc(Cl)cc1Cl | -4 | 4% | 2% | -15% | 16%[11.4 µM] | 0%
53 | COc1ccc(C2(c3ccc(OC)cc3)NC(=O)N(CC(=O)Nc3ccccc3C(F)(F)F)C2=O)cc1 | 17 | / | 51% | 6% | -23% | 4%
54 | COc1ccc(N2C(=O)CC(NNc3ncc(Cl)cc3Cl)C2=O)cc1 (stereo unspecified) | -25 | 16µM* | -12% | -6% | -10% | 44%[activator]
55 | COc1ccccc1Nc1c2ccccc2nc2ccccc12 | -99* | 4% | -6% | 4% | -14% | -3%
56 | CCOC(=O)c1cc(CO)cc(C(=O)OCC)c1 | 5 | 1% | -17% | 1% | 15% | -2%
57 | CCOC(=O)Cc1cnc(NC(=O)CSc2nc(C)c(CC)c(=O)[nH]2)s1 | -2 | 4% | -59% | 2% | -9% | 8%
58 | CCOc1ccccc1NC(=O)CSc1nnnn1Cc1ccccc1 | 15 | -8% | -21% | -8% | -7% | 4%
59 | CCOC(=O)c1c(-c2cccc(N)c2)cn2ccccc12 | 17 | -4% | -28% | -10% | -2% | -1%
60 | CCCCOC(=O)Nc1cc(C)c(Cl)cc1OC | 14 | 1% | -21% | 0% | -5% | 12%
61 | Cc1c(Nc2ncccc2C(=O)O)cccc1C(F)(F)F | 39&7 | 0% | -12% | -12% | -8% | -11%
62 | COc1ccc(-c2nc(-c3ccccc3)c(-c3ccccc3)[nH]2)cc1Br | -18 | / | / | -4% | 6% | /
63 | COc1ccc(Nc2nc(NC(C)(C)C)nc(N3CCOCC3)n2)c(OC)c1 | -61* | -8% | 106%[activator] | -5% | / | ?
